Anesthetic bind = candidate novel general anesthetic via apoferritin binding. apoferritin/1-aminoanthracene competitive binding, fluorescence. Potency, µM (doses to about 77.5 µM), for the others: at the top dose activity change, negative = displacement, most hits filed as inhibitors. 350,000 compounds, 0.074% hits. AID 485281; also: potency is read from the fitted curve at half-maximal effect; % is scaled to controls: 0 for no effect and ±100 for the full control effect; nearly all actives have a fitted effect of over 20% in size
Target sequence (P02791 2-175 limits assumed): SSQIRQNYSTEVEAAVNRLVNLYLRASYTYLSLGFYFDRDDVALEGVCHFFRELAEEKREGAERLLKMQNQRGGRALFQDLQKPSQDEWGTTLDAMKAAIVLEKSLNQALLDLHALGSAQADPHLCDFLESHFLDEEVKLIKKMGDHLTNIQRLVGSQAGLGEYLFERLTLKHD
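Horse-spleen apoferritin (10 uM) was mixed with 50% saturated 1-aminoanthracene in PBS, exposed to compounds for 10 min at room temperature, and read for fluorescence (ex 380 nm, em 535 nm). Competitive displacement was fitted with a four-parameter Hill equation.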
RGS4 inh = inhibitors of human regulator of G protein signaling 4 | P49798 | Transcreener GDP fluorescence polarization, RGS4-accelerated GTP hydrolysis | Potency, µM (doses to about 114 µM), inactives show top-dose activity change, negative = inhibition, hits mostly inhibitors | 390,000 compounds, 0.039% hits; also: potency is read from the fitted curve at half-maximal effect; % is scaled to controls: 0 for no effect and ±100 for the full control effect; nearly all actives have a fitted effect of over 75% in size; some results filed as inactive show a strong effect at the top dose
Target sequence (P49798 whole entry, looked up): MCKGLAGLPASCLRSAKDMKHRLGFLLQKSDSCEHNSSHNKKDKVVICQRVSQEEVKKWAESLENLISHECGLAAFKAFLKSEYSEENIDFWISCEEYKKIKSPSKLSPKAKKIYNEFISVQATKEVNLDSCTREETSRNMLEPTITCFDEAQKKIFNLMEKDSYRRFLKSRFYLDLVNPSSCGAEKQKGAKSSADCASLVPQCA
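MLSMR compounds (23 nl, pin-transferred) preincubated 10 min at room temperature with a 500nM (2x) first reagent, then RGS4 at 900nM (2x) plus Transcreener GDP mix added; fluorescence polarization (620/688 nm) read before and after 90 min at 30 °C.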
POLB inh = DNA polymerase beta (human) inhibition. P06746. Pol beta primer extension/strand displacement, fluorescence kinetic. Potency, µM (titrated, usually from 114 µM), without a hit: top-dose activity change, negative = inhibition, most hits filed as inhibitors. 340,000 compounds, 1.3% hits. AID 485314; also: potency is read from the fitted curve at half-maximal effect; % is scaled to controls: 0 for no effect and ±100 for the full control effect
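Kinetic readout of DNA synthesis with strand displacement by Pol beta. Compound and 10 nM enzyme sit 15 min at room temperature; 50 nM substrate starts the reaction, read immediately and at 10 min.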
LDHA inh = blocks human lactate dehydrogenase A. purified LDHA, NADH/diaphorase-resazurin fluorescence; active compounds read low. P00338. 480,000 compounds, 0.15% hits. AID 1347041. activity change, % (values are at about 110 or 230 µM); in the data active = activity change below about -30%; inconclusive = mostly about -25% to -30%;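 also: plate controls were DMSO wells for no effect and wells without enzyme for full effect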
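Human LDH5 at 2 nM final in Tris HCl pH 7.4 with 0.06 mM NADH and 0.2 mM pyruvate, reacted 5 minutes at room temperature. Remaining NADH coupled via diaphorase/resazurin; resorufin fluorescence read at 0 and 20 minutes, normalized to enzyme-free and DMSO wells.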
POLH inh = inhibitors of human DNA polymerase eta. recombinant Pol eta, fluorescent DNA replication assay. Potency, µM (doses to about 114 µM), for inactives: at the top dose activity change, negative = inhibition, actives largely listed as inhibitors. 390,000 compounds, 1.2% hits; also: potency is read from the fitted curve at half-maximal effect; % is scaled to controls: 0 for no effect and ±100 for the full control effect
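Fluorescent replication assay: 50 nM final substrate added after a 15 min room-temperature compound preincubation with 10 nM enzyme. Signal taken at 0 min and again at 10 min.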
12-LOX inh = inhibitors of human 12S-lipoxygenase ALOX12; purified 12hLO, xylenol orange hydroperoxide absorbance; 580,000 compounds, 1.1% hits; Potency, µM (series often up to 108 µM), without a hit: top-dose activity change, negative = inhibition, actives largely listed as inhibitors; AID 1671190; P18054; also: potency is read from the fitted curve at half-maximal effect; % is scaled to controls: 0 for no effect and ±100 for the full control effect
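Purified human 12hLO at 150 nM in 25 mM Hepes, 0.01% Triton X-100, pH 7.0, preincubated 15 min at room temperature with compound. Reaction started with 40 uM arachidonic acid, 30 min at room temperature. Hydroperoxide measured by Fe-xylenol orange, 573/405 nm absorbance ratio.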
POLK inh = blocks human DNA polymerase kappa activity; AID 588579; purified Pol kappa, fluorescent DNA synthesis assay, 10 min; Potency, µM (top dose mostly 107 µM), without a hit: top-dose activity, negative = inhibition, hits mostly inhibitors; 400,000 compounds, 0.53% hits; also: potency is read from the fitted curve at half-maximal effect; % is scaled to controls: 0 for no effect and ±100 for the full control effect
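Readout: fluorescence, taken kinetically at 0 and 10 min. Conditions: 10 nM Pol kappa, 15 min RT compound preincubation, 50 nM substrate final. Controls: enzyme-free buffer wells.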
ERG Ets-DNA blk = inhibitors of human ERG Ets domain-DNA interaction. P11308. fluorescence polarization, His-ERG Ets domain / labelled DNA. Potency, µM (series often up to 76.9 µM), for the others: at the highest dose FP activity, negative = inhibition, hits mostly inhibitors. 370,000 compounds, 0.028% hits. AID 624246; active = well fitted inhibition curve with a large enough effect in the polarisation, with a control signal flat; inconclusive = small, poorly fitted or top-dose-only effect, or effect the other way, or a change in a side signal; inactive = no such curve, though single readings can be large or run the other way; the % refers to the polarisation;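 also: polarization taken with two DNA probes labelled with fluorescein and Texas red; potency is read from the fitted curve at half-maximal effect; % of control where 0% means no effect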
Target sequence (P11308 whole entry, looked up, the tested form may be a part): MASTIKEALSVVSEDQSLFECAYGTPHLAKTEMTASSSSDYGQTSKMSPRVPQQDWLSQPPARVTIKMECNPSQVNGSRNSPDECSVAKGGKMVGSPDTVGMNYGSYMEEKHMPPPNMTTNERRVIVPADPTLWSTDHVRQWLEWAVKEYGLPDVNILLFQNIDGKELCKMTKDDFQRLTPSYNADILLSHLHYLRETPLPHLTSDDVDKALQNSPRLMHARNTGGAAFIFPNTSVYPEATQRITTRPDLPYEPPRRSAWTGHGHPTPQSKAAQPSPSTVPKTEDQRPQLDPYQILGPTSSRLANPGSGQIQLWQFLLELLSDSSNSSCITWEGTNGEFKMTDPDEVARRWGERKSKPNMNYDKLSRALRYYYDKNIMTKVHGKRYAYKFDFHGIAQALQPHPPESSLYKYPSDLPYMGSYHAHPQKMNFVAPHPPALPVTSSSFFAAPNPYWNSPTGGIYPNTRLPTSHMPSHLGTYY
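His-tagged ERG Ets domain (1 uM in the protein solution; 300mM KCl, 50mM Tris-HCl, 1mM EDTA, 1mM DTT, pH 7.5) received compound, then a probe mix of 5 nM fluorescein-DNA and 100nM Texas-615-DNA. Fluorescence polarization was read for both dyes.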
APEX1 inh = APE1 (human) endonuclease inhibition; P27695; recombinant APE1, TAMRA/BHQ-2 abasic DNA cleavage fluorescence; Potency, µM (series often up to 65.8 µM), for inactives: at the top dose activity change, negative = inhibition, actives largely listed as inhibitors; 350,000 compounds, 0.35% hits; AID 2517;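 also: potency is read from the fitted curve at half-maximal effect; plate controls were vehicle for no effect and reference inhibitor for full effect; nearly all actives have a fitted effect of over 55% in size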
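Measures dequenching upon AP-site incision of a 5'-TAMRA/3'-BHQ-2 THF-containing duplex, 50 nM; human APE1 0.75 nM after 15 min room-temperature exposure to compound; kinetic three-point read at one-minute spacing.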
* hit, by the source's call; ? = inconclusive; / = not tested or not shown; & = joins results of further samples; [ ] = dose if it differs, or a comment. Unless noted, calls follow the shape of the dose curve; as a rule, active = well fitted curve in the direction sought with a large enough effect; inconclusive = small, poorly fitted or top-dose-only effect, or another doubt; inactive = no such curve, though single readings can be large; an effect the other way counts as inactive or inconclusive. The list is partial. The share of hits here may be higher or lower than overall.

SMILES	Anesthetic bind	RGS4 inh	POLB inh	LDHA inh	POLH inh	12-LOX inh	POLK inh	ERG Ets-DNA blk	APEX1 inh
CCN(CC)C(=O)CN(C)S(=O)(=O)c1cccc2nsnc12	-7%	-9%	20%	1	-6%	0%	4%	-4%	11%
Cc1ccc(S(=O)(=O)N(C)C)cc1NC(=O)Nc1ccccc1F	-4%	17%	8%	-7	-9%	0%	-8%	10%	6%
Cc1ccc(-c2ccc(=O)n(CC(=O)Nc3cccc(C(=O)N4CCN(C)CC4)c3)n2)cc1	-14%	-9%	19%	-3	-11%	5%	3%	-3%	3%
C=CCN1c2ccccc2[C@]23C[C@@H](C(=O)OC)N(C(C)=O)C2=NC(C(=O)OC)=C(C(=O)OC)[C@H]13	-13%	-19%	-29%	-3	-22%	7%	2%	-6%	-1%[12.4 µM]
O=C(NCCCN1CCOCC1)c1cc(-c2ccco2)nc2ccccc12	/	-2%	/	4	11µM*	2%	79µM*	1%	-10%
CC(=O)NN1C(=O)/C(=C\c2ccc(O)cc2)SC1=S	-15%	-22%	-5%	-4	-11%	?	-2%	138%[activator]	-4%
Cc1ccc(NC(=O)CSCC(=O)N(C)Cc2ccc(Cl)c(Cl)c2)cc1	/	-42%	/	1	?	1%	-5%	-2%[15.4 µM]	0%
CN1C(=O)CC(c2ccccc2)C1=O (centres undefined)	/	10%	/	-3	-13%	5%	-3%	-8%	-3%
CCN(CC(=O)Nc1ccc(C)c(F)c1)CC(=O)NC(C)C	-5%	12%	2%	-6	-11%	0%	-11%	4%	1%
CCN(CC)CCNCc1cc(Br)ccc1OCC(=O)NCc1ccccc1	-10%	25%[56.9 µM]	1%	-7	-11%	28µM*	-24%	6%	6%
COc1cc2c(cc1O)CC[C@@H]1[C@@H]2CC[C@]2(C)[C@@H](O)CC[C@@H]12	-7%	9%[56.9 µM]	-17%	-3&-4	-3%	/	-15%[60.1 µM]	8%	3%
CCc1ccc(NC(=O)Cn2nc(C)c([N+](=O)[O-])c2C)cc1	-13%	-25%	-9%	-8	-12%	-4%	0%	-3%	0%
CC1(C(=O)O)COC(c2ccc([N+](=O)[O-])cc2)OC1 (centres undefined)	-7%	47%	7%	-6	-9%	-1%	-20%	-1%	0%
CCN1CCN(C(=O)CN(CC)S(=O)(=O)c2ccc(Cl)cc2)CC1	-5%	1%	9%	2	1%	-3%	-10%	4%	7%
COc1ccc(C2=COc3ccccc3C(=O)N2)cc1	?	-4%	98%	-1	-25%	28%	2%	-1%	-1%
COc1cc(C(c2c(C)[nH][nH]c2=O)c2c(C)[nH][nH]c2=O)ccc1OCc1ccc([N+](=O)[O-])cc1	?	?	9%	7	-7%	?	-16%	-12%	0%
Cc1cccc(NC(=O)Cn2c(=O)n(CC3CCC(C(=O)NCCc4ccccc4)CC3)c(=O)c3ccccc32)c1 (centres undefined)	-4%	-8%	21%	-4	-4%	0%	9%	1%	/
O=C(Nc1nc(-c2ccc(S(=O)(=O)N3CCCC3)cc2)cs1)C1COc2ccccc2O1 (centres undefined)	8%	?	0%	-4	-9%	0%	-17%	1%	-1%
COc1c(N)c2ccccc2[nH]c1=O	1%	0%	-1%	-7	-17%	34%	-2%	0%	3%
O=C(CNC(=O)c1ccc(N2CCCC2=O)cc1)Nc1ccc(F)c(F)c1F	/	-20%	/	-9	-5%	2%	2%	12%	20%
CCOCCCNC(=O)c1c(C)[nH]c(C(=O)OCC)c1C	-10%	21%	4%	-3	-3%	-10%	-6%	8%	-2%
O=C(COc1ccccc1Cl)Nc1ccc(S(=O)(=O)N2CCOCC2)cc1	?	20%	45%	-20	-7%	0%	-10%	-6%	-7%
COc1ccc(NC(=O)C2CCC(=O)N2)cc1 (centres undefined)	-16%	13%	0%	1	-1%	-13%	-11%	13%	5%
Cc1ccc2oc(C(=O)N3CCN(Cc4ncccc4C)CC3)c(C)c2c1	-12%	-35%	-2%	-2	-21%	16%	-16%	-4%	24%
Cc1ccc(S(=O)(=O)N(C)CC(=O)Nc2ccc(C)cn2)cc1	/	4%	/	-6	-18%	-8%	-9%	4%	18%

Look-ups from the list.
Under APEX1 inh, `CCN(CC)CCNCc1cc(Br)ccc1OCC(=O)NCc1ccccc1` shows 6%
Under RGS4 inh, `O=C(NCCCN1CCOCC1)c1cc(-c2ccco2)nc2ccccc12` shows -2%

(next part)
SMILES	Anesthetic bind	RGS4 inh	POLB inh	LDHA inh	POLH inh	12-LOX inh	POLK inh	ERG Ets-DNA blk	APEX1 inh
CCC(C)(C)n1nnnc1C(c1ccc2ncccc2c1)N1CCCC(C)C1 (centres undefined)	7%	11%	0%	2	-16%	-3%	-5%	3%	6%
COC(=O)c1ccc(CSc2nc3ccccc3c(=O)n2-c2ccc(OC)c(OC)c2)o1	-12%	-19%	9%	-2	7%	-17%	-8%[60.1 µM]	/	1%
c1ccc(-c2csc3ncnc(-n4cnc5ccccc54)c23)cc1	?	-3%	26%	-6	-8%	-8%	-10%	0%	-4%
COc1cccc(NC2=NCCCCC2)c1	0%	-10%	6%	-4	-19%	-13%	-19%	-11%	18%
CCC(C)NC(=O)CNC(=S)N(Cc1ccc(F)cc1)C1CCCCC1 (centres undefined)	-21%	-10%	-4%	-5	-24%	4%	7%	-6%	0%
O=C(NCCCn1ccnc1)Nc1ccc(Cl)c(Cl)c1	-12%	13%	22%	0	-4%	-14%	-14%	3%	0%
CC(C)NC(=O)CC(=O)N/N=C/c1ccccc1F	-13%	-4%	16%	-4	-23%	0%	0%	-7%	3%
C=CCN1CCN(C(=O)CSc2ccccc2)CC1	-3%	21%	-1%	-12	2%	-5%	-14%	-5%	52%
O=C(Cc1cccc(NC(=O)C2CCN(C(=O)C3CCC3)CC2)c1)Nc1cccc(C(=O)N2CCOCC2)c1	/	11%	/	2	3%	3%	15%	14%	/
COCCNS(=O)(=O)c1ccc2c(c1)Cc1cc(S(=O)(=O)NCCOC)ccc1-2	-10%	?	-4%	-6	-16%	0%	?	-5%	21%
O=C(CSc1cn(CCNC(=O)c2ccc3ccccc3c2)c2ccccc12)NCc1ccco1	-13%	-23%	-23%	1	-1%	-29%	-24%	1%	-12%
S=c1[nH]nc(-c2ccc3ccccc3n2)n1-c1ccccc1Cl	12%	?	-22%	-5	-16%	?	3%	-7%	5%
c1cc2c(cc1C1CCCN1)OCCCO2 (centres undefined)	-7%	-29%	1%	-2	-2%	-9%	-2%	-3%	2%
CN(C)c1ccc(NC(=O)CSc2nc(C3CC3)nc3ccccc23)cc1	-3%	-38%	5%	-8	-10%	?	8%	3%	19%
COc1ccc(NC(=O)c2cccc3c2C(=O)N(CC2CCCO2)C3)cc1OC (centres undefined)	-12%	5%	0%	2	-7%	/	-7%	8%	-1%
Cc1ccc(-n2nc(C)c(C(=O)NCCCN3CCN(c4ccc(F)cc4)CC3)c2-n2cccc2)cc1	7%	15%	?	-2	-11%	-21%	-22%	-1%	/
CCCN1C2CCCC1CC(NC(=S)NCCCOCC)C2 (centres undefined)	-3%	-4%	0%	1	-10%	0%	-2%	-14%	4%
CCNC(=S)NNC(=O)c1cc(Br)cs1	-4%	-5%	1%	-5	-11%	-2%	-7%	-14%	8%
C[C@H](CO)N1C[C@H](C)[C@@H](CN(C)Cc2ccc3c(c2)OCO3)Oc2c(NS(=O)(=O)c3cn(C)cn3)cccc2C1=O	/	8%	/	0	-21%	1%	7%	5%	7%
CCOc1ccc(CNC(=O)c2[nH]c3ccccc3c2Sc2ccc(C)cc2)cc1	13%	-15%	1%	2	-20%	-12%	3%	1%	/
CCCS(=O)(=O)N1CCC(C(=O)Oc2ccc(OC)cc2)CC1	2%	-15%	10%	-8	-7%	4%	-16%	1%	7%
CC(C)(C)NC(=O)NCCc1ccccc1	-8%	8%	44%	-2	-19%	23%	-3%	4%	11%
COc1ccc(N(CC(=O)NC2CCCCCC2)S(=O)(=O)c2c(C)nn(C)c2C)cc1	-7%	13%	0%	-5	1%	?	-10%	1%	3%
CC1CCCN(Cc2cn3c(-c4cccc(Br)c4)nnc3s2)C1 (centres undefined)	3%	7%	6%	1	-11%	0%	-9%[60.1 µM]	5%	/
COc1ccc(-c2oc3cc(O)c(OC)c(O)c3c(=O)c2OC)cc1	0%	9%	7%	13	-15%	8%	-7%	0%	14%
CCOc1ccccc1CNC(=O)c1cc2c(=O)n(Cc3cccnc3)ccc2nc1C	-10%	?	0%	-24	9%	-4%	7%	-2%	/
CC(=O)c1ccc(N2CCN(S(=O)(=O)c3ccc(-c4coc(C)n4)cc3)CC2)cc1	-19%	-41%	45µM*	3	79µM*	-25%	-4%[60.1 µM]	-5%	/
CC1CCN(S(=O)(=O)c2ccc3ccccc3c2)CC1	-1%	44%	-3%	-14	-4%	15%	-13%	-3%	3%
COc1ccc(/C=C/c2nc(S(=O)(=O)c3ccccc3)c(N(C)C)o2)cc1	-21%	-7%	48%	-7	-7%	?	3%	-6%	-8%
COc1ccc(S(=O)(=O)N2CCC(C(=O)N3CCc4ccccc4C3)CC2)cc1Cl	-24%	-12%	23%	6	-8%	-15%	-15%	/	-3%

Screening results from PubChem BioAssay.
